Screening data (PubChem BioAssay)
HT1080 IDH1KD tx – toxicity to HT-1080 IDH1 knockdown cells (counter line); HT-1080 IDH1 knockdown viability, ATP luminescence, 48 h; Potency, µM (series often up to 46.1 µM), without a hit: top-dose activity, negative = toxicity, most hits filed as cytotoxic; 2% of 360,000 active; AID 686971;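 note: potency is the fitted concentration of half-maximal effect; 0% = DMSO wells and -100% = cell-free medium wells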
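Luminescent ATP read-out (CellTiter-Glo, 10 min at room temperature) after 48 h compound exposure at 37 °C gave viability of IDH1-knockdown HT-1080 cells. Activity was normalised to DMSO and cell-free wells, then fitted as concentration-response curves.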
IL1B secr inh – blocks inflammasome-driven IL-1 beta release; 4.7% of 360,000 active; THP-1 LPS/ATP IL-1B secretion, AlphaLISA, 16 h; stronger effect = lower value; activity change, % at 57.5 µM; in the data active = activity change below about -50%; inconclusive = mostly about -30% to -49%; note: % is set by controls: 0 for no effect and ±100 for the full control effect
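THP-1 cells pretreated 1 hr with compounds (up to 57.5 uM final), then stimulated with LPS (250 ng/mL final) plus ATP (1.25 mM final); secreted IL-1B measured by AlphaLISA after 16 hr, decreased signal indicating inhibition.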
SW480 rerep – inducers of DNA re-replication in SW480 colon cancer cells. SW480 DNA re-replication, Hoechst DNA content imaging, 48 h. Potency, µM (doses to about 46.1 µM), for the others: at the highest dose re-replication activation, actives largely listed as activators. 1.8% of 340,000 active. AID 624297; note: potency is the fitted concentration of half-maximal effect; % of control where 0% means no effect; nearly all actives have a fitted effect of over 55% in size
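250 cells/well; 23 nL cpd via pin tool; 48 hr, 37 C, 5% CO2; Hoechst 40 min; imager read of total nuclear intensity, ex 405/em 500-530 nm.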
GLP1R ag – agonists of human GLP-1 receptor; HEK293 GLP-1R CRE-luciferase, luminescence, 4-6 h; cells express a hypersensitive GLP-1R form; Potency, µM (series often up to 45.6 µM), for inactives: at the top dose activation, usual class: activators; 0.007% of 380,000 active; AID 624172; note: potency is the fitted concentration of half-maximal effect; % of control where 0% means no effect
Target sequence (P43220 whole entry, looked up): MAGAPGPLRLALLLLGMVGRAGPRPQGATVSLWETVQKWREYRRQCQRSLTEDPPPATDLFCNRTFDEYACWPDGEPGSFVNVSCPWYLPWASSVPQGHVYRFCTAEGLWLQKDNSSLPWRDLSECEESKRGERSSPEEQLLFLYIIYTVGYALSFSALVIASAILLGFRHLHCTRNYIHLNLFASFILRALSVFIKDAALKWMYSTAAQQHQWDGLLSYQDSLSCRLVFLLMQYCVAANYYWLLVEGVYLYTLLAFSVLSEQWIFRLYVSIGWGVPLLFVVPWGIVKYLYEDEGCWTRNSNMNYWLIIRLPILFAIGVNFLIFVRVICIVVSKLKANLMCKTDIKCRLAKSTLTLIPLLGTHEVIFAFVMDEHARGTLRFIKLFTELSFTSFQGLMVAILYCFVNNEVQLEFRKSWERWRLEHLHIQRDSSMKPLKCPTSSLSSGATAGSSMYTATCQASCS
DRD3 antagonist – blocks the human D3 dopamine receptor; D3R cells, DiscoveRx beta-arrestin luminescence, antagonist mode; stronger effect = lower value; AID 652054; P35462; max response, negative = inhibition, %; 2.5% of 360,000 active; in the data active = max response below about -50%; inconclusive = no clear call, values can overlap the other calls; note: % is set by controls: 0 for no effect and ±100 for the full control effect; mostly tested at two doses, the higher about 12 µM
Target sequence (P35462 whole entry, looked up): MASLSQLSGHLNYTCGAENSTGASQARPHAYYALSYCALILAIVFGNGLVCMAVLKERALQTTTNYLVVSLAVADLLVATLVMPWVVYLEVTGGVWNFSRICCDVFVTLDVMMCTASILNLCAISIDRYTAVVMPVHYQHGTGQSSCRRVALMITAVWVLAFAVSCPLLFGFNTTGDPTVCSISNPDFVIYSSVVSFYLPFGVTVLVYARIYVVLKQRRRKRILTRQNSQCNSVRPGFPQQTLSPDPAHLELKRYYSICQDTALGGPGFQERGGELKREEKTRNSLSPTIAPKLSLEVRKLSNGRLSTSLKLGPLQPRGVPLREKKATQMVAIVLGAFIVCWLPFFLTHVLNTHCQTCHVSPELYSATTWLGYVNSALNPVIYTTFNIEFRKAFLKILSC
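Cells expressing the human receptor were seeded at 1500 cells/well, incubated overnight at 37 degrees C in 5% CO2, then exposed to library compounds with dopamine controls for 90 minutes at 37 degrees C before luminescent detection.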
KB-3-1 tox – KB-3-1 parental cell cytotoxicity | KB-3-1 viability, CellTiter-Glo ATP luminescence, 72 h | Potency, µM (top dose mostly 46.1 µM), for the others: at the top dose activity change, negative = cytotoxic, most hits filed as cytotoxic | 1.4% of 400,000 active | AID 1347075; note: potency is the fitted concentration of half-maximal effect; % is set by controls: 0 for no effect and ±100 for the full control effect; nearly all actives have a fitted effect of over 60% in size
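Using CellTiter-Glo luminescence, growth of non-resistant KB-3-1 adenocarcinoma cells is assessed 72 h after pin-tool compound addition at 37 °C. Normalized responses across the concentration series yield fitted curves.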
HT1080NT lethal – kills 2HG-producing HT-1080-NT fibrosarcoma cells; Potency, µM (doses to about 46.1 µM), for inactives: at the top dose activity, negative = less viability, most hits filed as cytotoxic; HT-1080-NT fibrosarcoma viability, CellTiter-Glo ATP luminescence, 48 h; 1.6% of 360,000 active;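 note: NT is the 2HG producing partner of a matched IDH1 knockdown line; potency is the fitted concentration of half-maximal effect; 0% = DMSO-treated cells and -100% = media-only wells without cells; nearly all actives have a fitted effect of over 55% in size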
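Fibrosarcoma NT cells, 750 per well in 5% FBS RPMI, were exposed to compound for 48 hours. Viability: CellTiter-Glo luminescence.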
D3 ag – agonists of human D3 dopamine receptor; D3R DiscoveRx beta-arrestin cells, luminescence, 90 min; max activation, %; 0.58% of 410,000 active; in the data active = max activation above about 30%; note: 0% is about no effect; mostly tested at two doses, the higher about 12 µM
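Cells at 1500/well, incubated overnight, then treated with pinned compounds (dopamine as control) for 90 min at 37 degrees C. DiscoveRx reagent added for 30 - 60 minutes at room temperature; luminescence read.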
KB-V1 MDR tox – kills drug-selected multidrug resistant KB-V1 cells; KB-V1 MDR cells viability, CellTiter-Glo, 72 h; Potency, µM (titrated, usually from 46.1 µM), inactives show at the highest dose activity change, negative = cytotoxicity, hits mostly cytotoxic; 3.4% of 400,000 active; AID 1347076; note: potency is the fitted concentration of half-maximal effect; % is set by controls: 0 for no effect and ±100 for the full control effect; nearly all actives have a fitted effect of over 60% in size
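Drug-selected KB-V1 cells, grown in DMEM lacking phenol red with 10% FBS, receive compound titrations; after three days at 37 degrees C, surviving cell ATP is quantified by CellTiter-Glo luminescence and responses normalized and curve-fitted.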
The depositor's hits bear a star; ? = inconclusive; · = no result given; & = joins results of further samples; [ ] = dose if it differs, or a comment. Unless noted, calls come from the whole dose curve; as a rule, active = well fitted curve in the direction sought with a large enough effect; inconclusive = small, poorly fitted or top-dose-only effect, or another doubt; inactive = no such curve, though single readings can be large; an effect the other way counts as inactive or inconclusive. This is a random part of the collection, and some 12% of all compounds hit somewhere here.

The first two records as a preview:
SMILES | HT1080 IDH1KD tx | IL1B secr inh | SW480 rerep | GLP1R ag | DRD3 antagonist | KB-3-1 tox | HT1080NT lethal | D3 ag | KB-V1 MDR tox
Cc1ccc(-c2nn3c(C)nnc3c3ccccc23)cc1S(=O)(=O)NC(C)(C)CO | ? | 97.8 | 0.0% | 28.0% | -10.7 | -6.6%&-20.4% | -10.0% | -1.1&7.4 | -5.0%&25.1%
Cc1cccc(N2CCN(C(=O)COc3cc4oc(=O)cc(C)c4cc3Cl)CC2)c1C | 9.8% | 17.5 | 0.1% | -0.2% | 0.6 | -2.4% | 10.4% | -6.7 | 3.4%

Results, from the first entry:
SMILES | HT1080 IDH1KD tx | IL1B secr inh | SW480 rerep | GLP1R ag | DRD3 antagonist | KB-3-1 tox | HT1080NT lethal | D3 ag | KB-V1 MDR tox
Cc1ccc(-c2nn3c(C)nnc3c3ccccc23)cc1S(=O)(=O)NC(C)(C)CO | ? | 97.8 | 0.0% | 28.0% | -10.7 | -6.6%&-20.4% | -10.0% | -1.1&7.4 | -5.0%&25.1%
Cc1cccc(N2CCN(C(=O)COc3cc4oc(=O)cc(C)c4cc3Cl)CC2)c1C | 9.8% | 17.5 | 0.1% | -0.2% | 0.6 | -2.4% | 10.4% | -6.7 | 3.4%
COc1ccc(/C=C2\Oc3ccccc3C2=O)cc1 | -2.5% | -5.6 | -2.3% | 0.7% | -7.2 | ? | 9.6% | 13.5 | ?
Cc1cc(S(=O)(=O)N2c3ccc(F)cc3CCC2C)ccc1-n1cnnn1 (centres undefined) | -3.9% | -18.7 | -79.8%[inhibitor] | 8.3% | 0.0 | -3.5% | 1.1% | -20.7 | -15.3%
Cc1nn(C)c(C)c1C(C)NC(=O)c1cc(COc2ccc(F)c(F)c2)on1 (centres undefined) | -14.7% | 3.4 | -1.4% | 8.0% | 2.7 | 6.3% | 1.5% | -4.0 | -13.8%
CCOC(=O)N1CCN(C(=O)c2cccc(S(=O)(=O)Nc3ccc(F)cc3)c2)CC1 | 1.7% | 4.1 | -4.3% | -1.9% | 0.0 | -0.3% | 1.6% | 7.1 | 15.6%
Cc1nc(C)c(-c2csc(Nc3cccnc3)n2)s1 | ? | -17.5 | -2.8% | 9.1% | -22.7 | 1.3% | ? | 0.1 | 3.26µM*
N#CCSc1nc2ccccc2c(=O)n1-c1ccccc1 | -5.9% | 0.0 | -10.4% | 21.4% | -8.0 | -6.7% | -8.6% | -0.9 | -2.1%
CCN(CC)S(=O)(=O)c1ccc2c(c1)c(=O)c(C(=O)NCc1ccccc1Cl)cn2C | · | · | · | -1.1% | · | 8.2% | · | -8.9 | 2.2%
Cc1ccc(S(=O)(=O)n2cc(C=O)c3ccccc32)cc1 | 23.1µM* | -14.1 | ? | 9.8% | 16.4 | 3.3% | 16.4µM* | 4.8 | -17.6%
Cc1ccc(NC(=O)Nc2ccc3c(c2)OCO3)c(Br)c1 | 1.1% | -4.2 | 5.8% | -2.6% | -9.3 | 0.0% | 5.0% | -2.3 | -3.2%
O=C(Nc1ccc(N2CCOCC2)cc1)c1ccncc1 | 10.0% | 8.9 | 3.2% | 0.4% | 40.1 | 9.4% | 15.7% | 5.9 | 24.2%
Cc1ccccc1CSCCC(=O)NCCc1ccccc1 | -9.0% | 26.1 | -1.8% | -0.6% | -17.3 | 14.2% | 5.6% | 12.7 | 10.1%
COc1ccc(NC(=O)Nc2ccc3c(c2)C(=O)N([C@H](C)CO)C[C@H](C)[C@@H](CN(C)C(=O)Nc2ccc(OC)cc2)O3)cc1 | 6.2% | 14.7 | -5.0% | 0.0% | 12.3 | 16.3% | 11.9% | 0.0 | ?
O=S(=O)(NCc1cn2ccsc2n1)c1cccs1 | 8.6% | 13.5 | -0.3% | -2.1% | 14.4 | 10.5% | 6.6% | 2.8 | 11.1%
CC(C)(C)c1ccc(S(=O)(=O)N(CCCN2CCOCC2)Cc2cccs2)cc1 | ? | ? | ? | 17.4%&9.5% | -66.7* | -3.4%&-16.2% | ? | -32.1&-27.7 | -10.2%&-22.7%
CC1=C(C#N)C(=O)N(C)C(C)(C)C1 | 17.0% | 7.6 | 0.6% | 0.9% | 0.0 | -0.2% | 18.1% | -3.2 | 19.2%
COCCCNC(=S)NCCCNc1nc2cc(C)cc(C)c2cc1C#N | -16.0% | ? | 21.5% | 23.4% | 13.1 | -2.2% | -25.4% | -11.1 | -8.4%
O=C(COC(=O)C1CCC1)Nc1ncc(Cl)cc1Cl | 9.3% | -7.6 | -2.2% | -1.0% | -5.7 | 16.4% | 3.4% | -8.0 | 0.0%
COC(=O)c1c(C(=O)OC)c(-c2cccc(Cl)c2)n2c1CS(=O)(=O)C2 | 6.3% | 1.8 | -2.7% | 0.5% | -5.3 | 0.0% | -2.0% | -0.8 | -27.9%
O=C1CN(S(=O)(=O)c2ccc(F)cc2)c2ccccc2N1 | 1.1% | 3.7 | 1.1% | 8.7% | 7.9 | 5.3% | 0.2% | 1.6 | 21.9%
C/C(=N\NC(=O)c1cccc(S(=O)(=O)N2CCCC2)c1)c1cccs1 | 1.8% | -8.8 | -2.1% | 2.5% | -18.7 | 18.9% | 6.5% | -5.6 | ?
O=C(C1CCCN(S(=O)(=O)c2ccc(Br)s2)C1)N1CCCCCC1 (centres undefined) | -10.2% | -5.8 | ? | 27.7% | 0.4 | ? | -4.7% | -4.7 | ?
CCOCCCNC(=O)CCC(=O)NNc1nc2ccccc2c2nc(C)nn12 | 3.9% | 6.7 | 12.8% | -5.3%&-0.6% | 16.4 | -0.7%&2.3% | 1.9% | -0.3&-12.7 | 11.5%&0.0%
CCc1ccc(NC(=O)CC2S/C(=N/N=C3CCCCCC3)NC2=O)cc1 (centres undefined) | -7.1% | 10.4 | -1.1% | -1.4% | -6.9 | -3.4% | -16.4% | -0.6 | -7.7%
CC1(C)CC(NC(=O)c2ccncc2)CC(C)(C)N1O | 3.8% | 0.0 | -138.7%[inhibitor] | -1.2% | 27.5 | -0.5% | 9.1% | 0.2 | 7.3%
Cc1ccc(C2(c3noc(CN(C)Cc4cnn(C)c4)n3)CCCC2)cc1 | -6.9% | -22.2 | -2.6% | 11.2% | -5.3 | -8.8% | 3.0% | -3.5 | ?
O=C(O)c1ccc(OCC(O)Cn2cnc3ccccc32)cc1 (centres undefined) | 20.5% | -3.3 | -1.4%[9.22 µM] | -5.3% | -0.6 | -6.2% | 11.4% | 2.8 | 7.2%
Cc1oc(S(=O)(=O)N2CCCC2)cc1C(=O)Nc1ccc(F)cc1 | 16.9% | · | 81.2% | 9.3% | -16.4 | 12.9% | -2.9% | -6.7 | ?
Cc1ccccc1CN1C[C@@H]2C[C@@H](c3cnc(N4CCOCC4)s3)N3CCC[C@@]23C1=O | 6.4% | 10.9 | 4.6% | 6.0% | 3.8 | 0.1% | -1.7% | 1.5 | 26.6%
Cc1ccc(N(CC2CO2)S(=O)(=O)c2ccc([N+](=O)[O-])cc2)cc1 (centres undefined) | ? | -14.0 | 11.5% | 10.8% | 8.1 | 0.1% | ? | 1.4 | 1.0%
CC(C)C(=O)N[C@@H]1c2ccccc2CC[C@H]1OCc1ccccc1 | 1.0% | -14.0 | 14.5% | -3.4% | ? | 0.0% | -3.8% | 2.9 | -4.6%
C=CCOCCN(CC)CC | 6.5% | 25.2 | -4.4% | 8.0% | 9.4 | 5.3% | 11.4% | 0.8 | ?
CCOc1ccccc1COC(=O)c1cccc(-n2cnnn2)c1 | -3.1% | 8.3 | -0.3% | ? | 12.7 | -1.6% | -0.1% | 2.9 | 0.1%
C=CCn1c(Sc2nncn2C)nc2c1c(=O)[nH]c(=O)n2C | 2.6% | 15.9 | -5.6% | -0.3% | 2.2 | 0.1% | 1.2% | 0.5 | 8.1%
COC(CNC(=O)c1ccc2nc(-c3ccccc3)c(-c3ccccc3)nc2c1)OC | -7.1% | ? | -2.1% | 5.6% | 2.4 | -6.1% | -3.5% | -0.4 | ?
CCN1CCN(c2nc(-c3ccccn3)nc3ccccc23)CC1 | 10µM* | 39.9 | ? | -1.8% | ? | 2.1% | 8.91µM* | -19.7 | 5.17µM*
COc1ccccc1CN(C)C(=O)C(NC(=O)Cc1cccc2ccccc12)C(C)C (centres undefined) | -29.5% | -61.6* | ? | 18.2% | 9.6 | -0.2% | -30.1% | -1.8 | -9.0%
Cc1cc(C)c(NC(=O)COC(=O)C23CC4CC(CC(O)(C4)C2)C3)c(Cl)c1 | 1.3% | 19.6 | -5.8% | -4.4% | 20.5 | 22.2% | -3.8% | -4.0 | -1.7%
Cc1nn(-c2ccccc2)c(Cl)c1/C=N/NC(=O)c1ccccc1F | -16.9% | -1.5 | -3.2% | 8.6% | 14.6 | 1.9% | -18.7% | 1.7 | -1.1%
COCC(C)n1c(=O)sc2ccccc2c1=O (centres undefined) | -1.1% | 47.7 | ? | 2.0% | 7.0 | -3.7% | -3.8% | 15.1 | ?
COc1cc(CNCc2ccccn2)ccc1OCc1ccc(Cl)c(Cl)c1 | ? | -92.8* | ? | 5.7% | -17.4 | -15.9% | ? | 0.4 | -4.9%
Cc1ccccc1Cn1c2ccccc2c2cnn(CC(=O)NCc3ccco3)c(=O)c21 | ? | 0.0 | ? | 6.6% | 6.3 | ? | ? | -11.3 | -21.8%
COc1ccc(N2CCC(CNC(=O)Nc3ccc(Cl)cc3)C2)cc1 (centres undefined) | -2.5% | -19.5 | -2.9% | -3.8% | -4.5 | -19.1% | -17.8% | -0.9 | ?
C=CCSc1nc(C)c(CC(=C)C)c(=O)[nH]1 | 5.4% | 29.8 | -10.3% | -3.2% | -0.4 | 0.3% | 0.4% | 2.4 | 0.0%
COc1cccc(-c2ccc(CN3C(C)C(=O)N(Cc4cn(Cc5ccco5)nn4)CCS3(=O)=O)cc2)c1OC (centres undefined) | -24.2% | -14.2 | · | -2.6% | -24.5 | -12.7% | 1.1% | -5.9 | ?
O=c1c2c3c(sc2n2cnnc2n1Cc1ccccc1)CN(Cc1ccccc1)CC3 | -4.4% | -17.4 | -14.2% | -0.1% | ? | 6.9% | -7.5% | -18.5 | -26.4%
